Compound activity as filed in PubChem.
HIV fusion peptide = inhibitors of HIV fusion peptide binding, primary screen, biochemical, uHTS, fluorescence dequenching (AID 1986). cell-free peptide binding, fluorescence dequenching, 30 min; higher % means a stronger effect. inhibition, % at 20 µM; hits with a dose series show IC50 in µM. 290,000 compounds, 0.3% hits; in the data active = inhibition mostly above about 52%, no sharp cut-off; inactive = mostly below about 76%; also: some results filed as inactive read as strong as hits
SIAH1 antagonists = Siah-1 peptide-binding antagonists, primary screen, biochemical, fluorescence polarization, rhodamine-plectin, uHTS (AID 1817); E3 ubiquitin-protein ligase SIAH1 (Homo sapiens); Siah-1 / rhodamine-plectin peptide fluorescence polarization; higher % means a stronger effect; displacement, % at 20 µM; hits with a dose series show IC50 in µM; 290,000 compounds, 0.02% hits;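 active = displacement of at least 50% at 20 µM, with a fluorescence ratio check between 0.3 and a set limit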;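 also: plate controls were Siah plus tracer with DMSO for no effect and tracer alone without Siah for full effect; strong numbers were not always called active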
LYP inhibition = inhibitors of LYP phosphatase, biochemical, fluorescence intensity, uHTS (AID 1779) | inhibition, % at 11.5 µM, or IC50 in µM where a hit was titrated | recombinant LYP phosphatase, fluorescence intensity; higher % means a stronger effect | 290,000 compounds, 0.054% hits; in the data active = inhibition above about 50%;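 also: plate controls were vehicle with enzyme for no effect and no enzyme for full effect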
GPR35 arrestin U2OS = GPR35 antagonists blocking zaprinast-driven arrestin recruitment, primary screen, imaging, U2OS, beta-arrestin-GFP, zaprinast agonist (AID 2058); inhibition, % at 10 µM, or IC50 in µM where a hit was titrated; U2OS GPR35 beta-arrestin-GFP translocation imaging, zaprinast antagonism; higher % means a stronger effect; 290,000 compounds, 0.052% hits; G-protein coupled receptor 35 (Homo sapiens);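 active = inhibition of at least 50% with at least 30 cells and total cytoplasm GFP at most 10,000,000; inconclusive = under 30 cells or total GFP of 10,000,000 plus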
MgcRacGAP inhibition = MgcRacGAP GTPase-activating activity inhibitors, confirmation, biochemical, ADP Hunter fluorescence; MgcRacGAP-stimulated Rac1 GTP hydrolysis, ADP Hunter fluorescence; higher % means a stronger effect; GST-tagged Rac1 F28L mutant substrate; inhibition, % at 30 µM; hits with a dose series show IC50 in µM; 340,000 compounds, 0.6% hits; AID 624330, 2012;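 active = first-screen hits whose inhibition reached a set limit at any dose in the follow-up dose series; inconclusive = inhibition above the set first-screen limit but never retested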;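 also: fluorescence reports GDP produced by GAP-driven GTP hydrolysis; strong numbers were not always called active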
GPR55 LPI antagonism = GPR55 antagonists blocking LPI-driven arrestin recruitment, primary screen, imaging, U2OS, beta-arrestin-GFP, LPI agonist (AID 2013); G-protein coupled receptor 55 (Homo sapiens); U2OS GPR55 beta-arrestin-GFP translocation imaging, LPI antagonism; higher % means a stronger effect; inhibition, % at 10 µM, or IC50 in µM where a hit was titrated; 290,000 compounds, 0.13% hits;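 active = spots per cell inhibited over 60%, with over 100 cells counted and total cytoplasm intensity under 500,000; inconclusive = wells with under 100 cells, flagged as likely toxic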;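 also: U2OS cells stably carrying GPR55 and arrestin-GFP stimulated by 5 µM LPI near EC80; imaged beta-arrestin-GFP aggregate spots per cell after agonist stimulation; plate controls were LPI-stimulated DMSO wells for no effect and DMSO wells without LPI for full effect; some results filed as inactive read as strong as hits; confirmed hits need IC50 under 10 µM and bright autofluorescent wells are also inconclusive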
NTR1 agonist = agonists of NTR1, primary screen, imaging, U2OS cells, beta-arrestin-GFP, high content (AID 493036); Neurotensin receptor type 1 (Homo sapiens), P30989; NTR1-U2OS beta-arrestin-GFP spot imaging, agonist mode; activation, % at 20 µM; 330,000 compounds, 0.17% hits;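 active = activation at or above 40% of the spot to cytoplasm intensity ratio, with at least 20 cells analyzed; inconclusive = wells under 20 cells, flagged as cytotoxic or low count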;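 also: 0% = DMSO without peptide and 100% = 100 nM NTR1 peptide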
Target sequence (P30989 whole entry, looked up): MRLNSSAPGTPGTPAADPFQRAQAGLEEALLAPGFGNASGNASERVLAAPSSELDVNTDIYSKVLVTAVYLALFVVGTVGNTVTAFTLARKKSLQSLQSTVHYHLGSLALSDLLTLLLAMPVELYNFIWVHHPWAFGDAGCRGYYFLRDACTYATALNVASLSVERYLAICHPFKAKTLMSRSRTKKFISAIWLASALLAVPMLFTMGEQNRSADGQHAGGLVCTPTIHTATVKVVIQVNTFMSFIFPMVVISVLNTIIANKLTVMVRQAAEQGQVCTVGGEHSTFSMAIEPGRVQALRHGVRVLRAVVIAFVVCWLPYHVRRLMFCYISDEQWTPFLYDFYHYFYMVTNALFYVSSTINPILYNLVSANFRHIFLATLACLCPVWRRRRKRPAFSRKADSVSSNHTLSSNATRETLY
Myeloid diff 2 = induction of myeloid progenitor differentiation, primary screen, cell-based, flow cytometry, MLPCN library. ER-HoxA9 myeloid progenitors, lysozyme-GFP differentiation. calls only at 10 µM. 360,000 compounds, 1% hits. AID 624256, 2012;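 active = normalized GFP-positive differentiation at or above the plate's own cutoff, the solvent-only control mean plus 3 SD; inconclusive = no clear call, values can overlap the other calls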;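 also: cells exposed to compound for four days before flow analysis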
Salmonella PhoP GFP = inhibitors of PhoP regulon expression, primary screen, Salmonella Typhimurium, GFP reporter (AID 1863). S. Typhimurium PhoP-regulated promoter GFP reporter, 4 h; higher % means a stronger effect. inhibition, % at 50 µM; hits with a dose series show IC50 in µM. 300,000 compounds, 0.16% hits;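 active = inhibition over 29.93%, a cutoff 3 SD above the screen mean, later confirmed by dose response; inconclusive = inhibition over 29.93% but no dose response follow-up; inactive = inhibition at most 29.93% or unconfirmed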;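 also: 0% = low Mg2+ inducing control and 100% = high Mg2+ repressing control; strong numbers were not always called active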
NTR1 agonist cell count 20 µM = recorded beside NTR1 agonist, whose call it bears; cell count; measured here: cell count, cytotoxicity flag
Myeloid diff 2 GFP+ MAC1+ % = second read-out of Myeloid diff 2, no call of its own (marks repeat the call); GFP+ MAC1+ double positive, %; measured here: differentiation confirmed by MAC1 staining
Numbers without * were called inactive; i = inactive; ? = inconclusive; . = no result given.

SMILES	HIV fusion peptide	SIAH1 antagonists	LYP inhibition	GPR35 arrestin U2OS	MgcRacGAP inhibition	GPR55 LPI antagonism	NTR1 agonist	NTR1 agonist cell count 20 µM	Myeloid diff 2	Myeloid diff 2 GFP+ MAC1+ %	Salmonella PhoP GFP
COc1cc2c(cc1NC(=O)CN1CCN(S(=O)(=O)c3ccc(F)cc3)CC1)oc1ccccc12	0.5%	0%	-4%	-11%	0%	13%	1.6	49	i	0.5	-12%
COc1ccc(-c2csc(NC(=O)COc3ccc(N(C)S(=O)(=O)c4ccc(C)cc4)cc3)n2)cc1	0.2%	0%	-3%	1%	5%	-1%	-1.2	67	i	0.2	-19%
CC(=O)c1ccn(S(=O)(=O)c2ccc(Cl)cc2)c1	-1.9%	4%	-4%	5%	2%	6%	0.9	63	i	0.1	-2%
CCC(=O)Nc1nnc(SCC(=O)NCCc2ccc(OC)c(OC)c2)s1	-0.5%	3%	-5%	-3%	0%	10%	-1.1	25	i	0.8	-7%
O=C(N/N=C(\c1ccccc1)c1cccnc1)C(O)(c1ccccc1)c1ccccc1	-3.2%	0%	5%	11%	2%	-15%	1.6	59	i	1.9	1%
COc1ccc(NC(=O)Cc2nnc(SCC(=O)NC3=NCCS3)n2C)cc1	0.8%	6%	-4%	9%	4%	11%	-0.6	49	i	1.7	0%
Cc1cc(C)c(S(=O)(=O)N2CCN(c3ccc([N+](=O)[O-])c(NCc4ccco4)c3)CC2)c(C)c1	-4.2%	0%	3%	16%	-1%	4%	2.7	52	i	6.7	4%
CN(CC(=O)Nc1ccccc1N1CCOCC1)S(=O)(=O)c1ccc(F)cc1	1.0%	2%	-3%	10%	4%	1%	9.7	86	i	0.6	-1%
CC[C@H](C)[C@H](NC(N)=O)C(=O)NCCc1ccc(OC)cc1	-0.5%	-5%	-3%	-2%	9%	-9%	0.1	58	i	0.2	-1%
CSc1nc2ccc(NC(=O)c3ccc(F)c(F)c3)cc2s1	0.9%	5%	-3%	5%	5%	16%	1.2	41	i	0.1	9%
NC(=O)CS(=O)(=O)c1nc2ccccc2n1Cc1ccccc1F	-1.1%	0%	-12%	-6%	7%	5%	-2.2	101	i	1.0	1%
CCN1C(=O)[C@H]2[C@@H](c3ccc(C)cc3)N3C(=O)N(c4ccc(OC)cc4)C(=O)[C@@]3(Cc3ccc(Cl)cc3)[C@H]2C1=O	0.4%	-9%	-12%	2%	-2%	5%	0.4	98	i	1.5	-7%
N#CCCN(C(=O)COC(=O)C1CCN(S(=O)(=O)c2cccs2)CC1)c1ccccc1	-1.9%	9%	-2%	-2%	0%	10%	1.5	35	i	0.6	-2%
CCOCCCNC(=O)C(NC(=O)CNC(C)=O)c1ccc(C)cc1 (configuration not stated)	-0.9%	1%	-3%	-9%	4%	7%	-1.1	89	i	0.6	-6%
O=C(CNCC1CCCCC1)Nc1ccc(N2CCCCC2)cc1	3.1%	-4%	0%	18%	.	-20%	0.6	59	.	.	1%
CCn1ccnc1CN(C)Cc1cn(-c2cccc(C)c2)nc1-c1cccc(F)c1	-0.5%	0%	-3%	-20%	-1%	-3%	4.6	56	i	0.1	8%
CSc1nnc(Nc2ccccc2C)s1	-0.7%	-7%	-10%	-7%	11%	-2%	-1.4	83	i	0.6	1%
Cc1ccc(S(=O)(=O)NCc2cn3ccccc3n2)c(C)c1	1.1%	0%	-2%	-5%	2%	13%	-1.5	66	i	1.9	-6%
Cc1ccc(-c2cc(N)n(-c3ccc(F)cc3)n2)cc1	0.4%	4%	-8%	-13%	5%	3%	2.7	50	i	0.2	-2%
CCOC(=O)c1sc2nc(CSCC(=O)OCc3ccc(C(=O)OC)o3)[nH]c(=O)c2c1C	8.2%	1%	7%	2%	10%	6%	0.2	70	i	0.8	-13%
O=S(=O)(Nc1cccc2cccnc12)c1ccccc1	-0.5%	2%	0%	8%	10%	20%	10	37	?	.	6%
COc1ccc(C)cc1NC(=O)C(c1ccccc1)N1CCNC(=O)C1 (configuration not stated)	0.6%	19%	-6%	2%	-3%	8%	0.4	63	i	0.7	0%
COc1ccc(OC)c(S(=O)(=O)N(C)CC(=O)Nc2ccccc2OC)c1	2.7%	7%	2%	-10%	14%	6%	-0.3	53	i	1.0	7%
N#Cc1c(-c2ccco2)nc(SCc2ccc(F)cc2)[nH]c1=O	42%	2%	-2%	-20%	6%	14%	-0.6	46	i	0.9	-7%
CCOC(=O)c1nnn(CC(=O)N2N=C(c3ccccc3)CC2c2ccccc2)c1C(=O)OCC (configuration not stated)	1.8%	3%	-4%	5%	-1%	3%	-0.9	84	i	1.2	-6%
COc1ccc(OC)c(-c2csc(N3CCC(c4ccccc4)CC3)n2)c1	-2.2%	-7%	2%	-1%	7%	3%	2.9	54	i	0.8	1%
O=C(c1ccc(-c2cccc(C(F)(F)F)c2)o1)N1CCCCCCC1	.	.	.	.	1%	.	10	62	i	0.2	7%
Cc1sc2nc(CN3CCOCC3)nc(NS(=O)(=O)c3ccc4c(c3)OCCO4)c2c1C	0.9%	1%	1%	-3%	5%	9%	-0.4	91	i	0.7	2%
Cc1cc(C)nc(NC(=O)c2ccc(Br)s2)n1	1.5%	-2%	-15%	21%	2%	-11%	-1.1	48	i	0.9	-4%
CCCN(CCc1ccccc1)C1CCc2c(O)cccc2C1 (configuration not stated)	.	.	.	.	5%	.	-1.9	47	i	4.0	-4%
Cc1sc(NC(=O)c2c(F)cccc2F)nc1-c1ccccc1	2.2%	-5%	-7%	-10%	10%	-8%	6.4	53	i	0.3	-3%
CC(C)N(CCc1ccncc1)C(=O)Nc1ccc(Cl)c(Cl)c1	-0.3%	1%	-10%	-10%	-3%	4%	-1.4	82	i	2.5	9%
S=C(NCc1ccccc1)Nc1nccs1	3.3%	1%	-6%	6%	11%	3%	-0.3	79	i	0.5	1%
CC(C)CCNC(=O)c1ccc(Cn2c(=S)[nH]c3ccccc3c2=O)cc1	3.0%	16%	-3%	3%	9%	-3%	4.2	93	i	0.8	12%
O=C(CCCc1ccccc1)Nc1ccccc1C(F)(F)F	1.6%	-1%	-7%	10%	6%	-2%	0.8	65	.	.	-7%
Cc1ccnc(NC(=O)Nc2ccc3c(c2)OCO3)c1	-0.2%	-3%	-6%	11%	13%	7%	1.9	79	i	0.5	-1%
CSc1ccc(-c2ccco2)nn1	8.8%	-11%	-4%	6%	6%	9%	1.5	68	i	0.2	-4%
COc1ccc(C(C)=O)cc1COC(=O)c1cnc(C)cn1	-0.9%	-4%	-7%	-7%	4%	-1%	-2.2	103	i	2.0	-10%
c1ccc(-c2ccc3ccccc3n2)cc1	.	.	.	.	3%	.	-2.5	100	i	1.4	7%
Cc1ccc(S(=O)(=O)N(C)C)cc1NC(=O)CSc1ncn[nH]1	-0.4%	0%	-10%	-11%	5%	17%	0.3	39	.	.	3%

The list goes on; it opens with the 6 that closed the last part.
SMILES	HIV fusion peptide	SIAH1 antagonists	LYP inhibition	GPR35 arrestin U2OS	MgcRacGAP inhibition	GPR55 LPI antagonism	NTR1 agonist	NTR1 agonist cell count 20 µM	Myeloid diff 2	Myeloid diff 2 GFP+ MAC1+ %	Salmonella PhoP GFP
O=C(CCCc1ccccc1)Nc1ccccc1C(F)(F)F	1.6%	-1%	-7%	10%	6%	-2%	0.8	65	.	.	-7%
Cc1ccnc(NC(=O)Nc2ccc3c(c2)OCO3)c1	-0.2%	-3%	-6%	11%	13%	7%	1.9	79	i	0.5	-1%
CSc1ccc(-c2ccco2)nn1	8.8%	-11%	-4%	6%	6%	9%	1.5	68	i	0.2	-4%
COc1ccc(C(C)=O)cc1COC(=O)c1cnc(C)cn1	-0.9%	-4%	-7%	-7%	4%	-1%	-2.2	103	i	2.0	-10%
c1ccc(-c2ccc3ccccc3n2)cc1	.	.	.	.	3%	.	-2.5	100	i	1.4	7%
Cc1ccc(S(=O)(=O)N(C)C)cc1NC(=O)CSc1ncn[nH]1	-0.4%	0%	-10%	-11%	5%	17%	0.3	39	.	.	3%
CC1CCN(C(=O)c2ccc3c(c2NCCO)C(=O)c2ccccc2C3=O)CC1	-5.1%	-1%	-4%	-3%	11%	-6%	24	49	i	1.1	31%
O=C(O)CCCC(=O)Nc1ccc(C(=O)N2CCCCC2)c(Cl)c1	0.1%	5%	-9%	7%	3%	9%	0.9	66	i	0.5	-10%
C=CCSC1=NNC(c2ccc(C(C)(C)C)cc2)=NN1	-0.7%	18%	-8%	-19%	2%	4%	2.7	42	i	0.2	-12%
COc1ccccc1C(=O)Oc1ccc2ccc(=O)oc2c1	-0.5%	-3%	-11%	2%	-2%	-2%	2.5	39	i	0.4	7%
CCN(CC(=O)NCc1ccc(F)cc1)C(=O)/C=C/c1cccs1	-1.7%	6%	-1%	-8%	2%	-1%	-1.2	66	i	1.4	-6%
CN1CCN(C(=S)c2ccc(N(C)C)cc2)CC1	-0.5%	-3%	1%	11%	12%	-13%	-1.8	57	i	7.4	3%
COc1ccc(-c2csc(NC(=O)CCn3cnc4ccccc4c3=O)n2)cc1OC	-1.6%	2%	-2%	-7%	13%	5%	-0.2	54	i	0.9	0%
